Y pestis TopoI: Yersinia pestis topoisomerase I inhibitors, primary screen, biochemical, cleavage product accumulation, plate reader, single point. Y. pestis Topo-I cleavage product accumulation. activity, % at 10 µM. 360,000 tested, 0.064% active. AID 504884, 2011; in the data active means activity above about 50%, passing the limit was not always enough; inconclusive means no clear call, values can overlap the other calls; further: inactives centre near 2
FBA Mtb inh: Mtb FBA enzyme inhibitors, primary screen, biochemical, fluorescence, strain H37Rv. Fructose-bisphosphate aldolase (Mycobacterium tuberculosis (strain ATCC 25618 / H37Rv)), …. purified M. tuberculosis FBA, fluorescence read-out. inhibition, % at 1 µM. 360,000 tested, 2.3% active; in the data active means inhibition above about 27%;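 further: 0% = vehicle and 100% = reference inhibitor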
Target sequence (P9WQA3 whole entry, looked up): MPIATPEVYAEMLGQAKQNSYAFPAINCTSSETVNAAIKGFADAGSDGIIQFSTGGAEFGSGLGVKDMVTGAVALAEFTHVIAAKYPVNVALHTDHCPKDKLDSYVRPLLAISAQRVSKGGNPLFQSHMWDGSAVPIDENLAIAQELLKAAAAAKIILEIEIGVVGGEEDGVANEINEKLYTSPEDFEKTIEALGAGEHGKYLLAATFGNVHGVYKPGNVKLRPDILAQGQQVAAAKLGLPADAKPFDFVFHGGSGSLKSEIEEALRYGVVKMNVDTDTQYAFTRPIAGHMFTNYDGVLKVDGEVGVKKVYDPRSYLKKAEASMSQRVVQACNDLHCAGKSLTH
BH1578 lux ind: inducers of Vibrio cholerae quorum light production without autoinducers, primary screen, BH1578 luxS cqsA deficient, single point | V. cholerae BH1578 lux reporter, luminescence, 6 h | 350,000 tested, 0.16% active | AID 588436, 2011 | activation, % at 18.7 µM; in the data active means activation mostly above about 9.7%, no sharp cut-off; inconclusive means no clear call, values can overlap the other calls; inactive means mostly below about 3.7%; further: not every result past the cut was called active; inactives centre near 0; reference of the scale not given here
FadD28 binding: inhibitors of FadD28 bisubstrate probe binding, primary screen, biochemical, fluorescence polarization, single point; 360,000 tested, 0.22% active; inhibition, % at 12.5 µM; Mycobacterium tuberculosis FadD28 fatty-acid-AMP ligase; in the data active means inhibition above about 8.5%, passing the limit was not always enough; inconclusive means no clear call, values can overlap the other calls
UGM FP inh: M. tuberculosis UGM enzyme inhibitors, primary screen, biochemical, fluorescence polarization, single point | UDP-galactopyranose mutase (Mycobacterium tuberculosis (strain ATCC 25618 / H37Rv)), … | purified UGM, fluorescence polarization probe displacement | inhibition, % at 10 µM | 320,000 tested, 0.06% active; in the data active means inhibition above about 10%, passing the limit was not always enough; inconclusive means no clear call, values can overlap the other calls
Target sequence (P9WIQ1 whole entry, looked up): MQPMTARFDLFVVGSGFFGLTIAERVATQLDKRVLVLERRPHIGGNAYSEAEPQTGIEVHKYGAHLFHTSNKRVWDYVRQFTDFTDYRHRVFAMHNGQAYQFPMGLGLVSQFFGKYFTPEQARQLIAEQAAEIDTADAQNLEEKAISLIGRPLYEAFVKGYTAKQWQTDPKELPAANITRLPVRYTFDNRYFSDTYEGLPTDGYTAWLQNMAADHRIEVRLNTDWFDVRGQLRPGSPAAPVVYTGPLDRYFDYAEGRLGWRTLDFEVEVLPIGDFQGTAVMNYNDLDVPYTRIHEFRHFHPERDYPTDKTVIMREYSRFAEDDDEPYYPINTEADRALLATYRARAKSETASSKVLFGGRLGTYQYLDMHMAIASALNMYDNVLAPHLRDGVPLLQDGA
BioA inh: M. tuberculosis BioA enzyme inhibitors, primary screen, biochemical, plate reader, single point, HTS. 7,8-diaminopelargonic acid synthase BioA (Mycobacterium tuberculosis). purified M. tuberculosis BioA enzyme. inhibition, % at 9.99 µM. 360,000 tested, 0.096% active; in the data active means inhibition above about 40%; inconclusive means no clear call, values can overlap the other calls
TcdB GH inh: TcdB glycohydrolase inhibitors, primary screen, biochemical, single point, plate reader; TcdB glycohydrolase enzymatic assay; Toxin B (Clostridioides difficile), P18177; inhibition, % at 9.99 µM; 350,000 tested, 0.24% active; in the data active means inhibition above about 10%
PfHsp40 yeast: rescue of yeast from PfHsp40 toxicity, primary screen, S. cerevisiae, ATP luminescence. S. cerevisiae expressing PfHsp40, growth rescue. growth rescue, % at 12.5 µM. 340,000 tested, 0.68% active. AID 504582, 2011; in the data active means growth rescue above about 28%, passing the limit was not always enough; inconclusive means no clear call, values can overlap the other calls;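 further: yeast W303a lacking pdr1 and pdr3 grown in galactose medium; growth measured after three days at 30 °C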
GDH-TPI counter: GDH-TPI coupling enzyme inhibitors, primary screen, artefact control for M. tuberculosis FBA inhibitor project, biochemical, absorbance, full deck; GDH-TPI coupled enzyme counterscreen, NADH absorbance; inhibition, % at 4.8 µM; 360,000 tested, 1.2% active; AID 588335, 2011; in the data active means inhibition above about 30%;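 further: 0% = DMSO wells and 100% = wells lacking the enzyme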
* = called active by the depositor; i = inactive; ? = inconclusive; nt = no result given; & = joins results of further samples.

SMILES | Y pestis TopoI | FBA Mtb inh | BH1578 lux ind | FadD28 binding | UGM FP inh | BioA inh | TcdB GH inh | PfHsp40 yeast | GDH-TPI counter
Cc1cccc(N2CCN(C(=O)c3ccc(CNc4c(N5CCC(C)CC5)c(=O)c4=O)cc3)CC2)c1C | -7 | -1 | i | -1.5 | 5.3 | nt | -0.7 | -0.8 | 2
Cc1c(C(C)C)c(=O)n(-c2ccc(S(=O)(=O)NC3CC3)cc2)n1C | -16 | -9 | 0.1 | -3.5 | -0.4 | 2.0 | 0.6 | 0.3 | -6
Cc1c(Cc2ccc3c(c2)OCO3)sc(NC(=O)c2cccc3ccccc23)c1C(N)=O | -18 | 1 | 0.3 | -3.4 | 2.6 | -1.2 | 1.4 | -0.6 | 5
CNC(=O)c1cccc(N2CCCC2=O)c1 | 9 | -2 | -14 | 0.1 | 1.5 | -4.7 | nt | 0.1 | -7
Cn1cc(Br)c(C(=O)Nc2ncc(Br)s2)n1 | 1 | 0 | 0.5 | 0.2 | -4.3 | nt | 0.4 | -0.4 | 1
NS(=O)(=O)c1ccc(CCNC(=O)C(=O)NCC2OCCN2S(=O)(=O)c2cccs2)cc1 (configuration not stated) | 3 | 1 | -0.3 | -5.8 | 4.2 | -1.3 | 1.7 | 0.2 | -10
CC1CC=CCC12C(=O)NC(=S)NC2=O (configuration not stated) | -2 | 0 | nt | 2.0 | nt | nt | 0.0 | 0.5 | 2
CCOc1ccccc1/C=N/NC(=O)c1ccc(Cn2cc([N+](=O)[O-])cn2)o1 | 2 | 0 | i | -0.6 | 0.2 | -2.8 | nt | 0.9 | 28
Cc1cc(NS(=O)(=O)c2ccc(NC(=O)C(CC(C)C)N3C(=O)c4ccccc4C3=O)cc2)nc(C)n1 (configuration not stated) | 4 | 1 | -0.1 | -6.3 | 5.6 | -0.8 | nt | 0.5 | 7
COc1cc2c3c(c1)/C(=C1/SC(NC(C)=O)=NC1=O)C(=O)N3C(C)(C)C=C2C | -8 | 1 | -0.3 | ? | -0.6 | -1.4 | nt | 0.5 | 9
C=C(C1=CCN(S(=O)C(C)(C)C)[C@@H]1CCO)c1ccccc1 (some centres not stated) | -3 | 0 | -2.2 | 0.4 | nt | -1.2 | 0.7 | -0.2 | 5
NNc1ccc(Cl)nn1 | 9 | -2 | i | -0.3 | 1.1 | nt | -1.5 | 3.0 | 5
Cc1nc(CNC(=O)CC2C(=O)NCCN2Cc2ccoc2)nc2c1CCCC2 (configuration not stated) | 7 | -2 | 3.3 | -1.6 | -0.7 | 0.4 | 2.2 | 1.1 | 0
O=C(NCCCO)c1ccc2nc(-c3ccco3)c(-c3ccco3)nc2c1 | -1 | -2 | i | ? | nt | nt | -2.7 | 0.2 | 13
O=C(NNC1CC(=O)N(c2ccc(Cl)cc2)C1=O)c1ccccn1 (configuration not stated) | 2 | -2 | -0.3 | -2.0 | 1.0 | nt | -0.8 | -0.8 | 7
Cc1ccc(SCCNC(=S)Nc2ccc(C)cc2C)cc1 | 2 | -5 | 0.1 | -6.0 | -2.0 | nt | 0.4 | 4.4 | 1
O=C(Nc1cccnc1)c1cc(-c2cccnc2)nc2ccc(Br)cc12 | -3 | 4 | -0.6 | 0.7 | nt | nt | 3.1 | -0.5 | 25
Cc1cc(NC(=O)CSc2nc3ccccc3c(=O)n2C(C)c2ccccc2)no1 (configuration not stated) | 1 | -3 | 0.3 | -3.8 | 6.4 | 0.2 | nt | 2.2 | 14
COc1ccc(-c2coc3cc(OC4OC(CO)C(O)C(O)C4O)cc(O)c3c2=O)cc1 (configuration not stated) | -2 | 1 | i | -1.1 | -0.1 | -0.5 | 0.7 | 3.6 | 3
Cc1nn(-c2ccccc2)c2nc(C(F)(F)F)[nH]c(=O)c12 | 5 | 5 | -0.2 | -3.6 | 3.6 | nt | 5.9 | 0.2 | -2

Just FBA Mtb inh, BioA inh and TcdB GH inh, for 3 of the compounds above:
SMILES,FBA Mtb inh,BioA inh,TcdB GH inh
O=C(Nc1cccnc1)c1cc(-c2cccnc2)nc2ccc(Br)cc12,4,nt,3.1
Cc1cc(NC(=O)CSc2nc3ccccc3c(=O)n2C(C)c2ccccc2)no1 (configuration not stated),-3,0.2,nt
COc1ccc(-c2coc3cc(OC4OC(CO)C(O)C(O)C4O)cc(O)c3c2=O)cc1 (configuration not stated),1,-0.5,0.7

(more compounds)
SMILES | Y pestis TopoI | FBA Mtb inh | BH1578 lux ind | FadD28 binding | UGM FP inh | BioA inh | TcdB GH inh | PfHsp40 yeast | GDH-TPI counter
CCOC(=O)c1ccc(Nc2ncccc2[N+](=O)[O-])cc1 | 5 | -2 | i | -1.0 | -1.4 | -4.8 | 1.7 | 0.6 | 11
CCOC(=O)C1=C(C)NC(C)=C(C(=O)OCC)C1c1cccs1 | 0 | -3 | -0.1 | -0.1 | 2.3 | nt | nt | -0.2 | 8
COc1ccc(C2CC=C(C(C)=O)CN2S(=O)(=O)c2ccc(C)cc2)cc1 (configuration not stated) | nt | 3 | nt | -7.0 | nt | 0.3 | 2.4 | nt | nt
O=C(Nc1cc(N2CCOCC2)ncn1)NC1(C(F)(F)F)Oc2ccccc2O1 | -11 | 2 | nt | -0.5 | -3.9 | -4.2 | nt | -0.9 | 4
O=C(CCc1ccc(O)cc1)N1C[C@H]2C[C@@H](C1)c1cccc(=O)n1C2 | -5 | 6 | -0.5 | 0.0 | -2.0 | -1.7 | 6.7 | -2.1 | 2
CCN(CC)C(=O)c1ccccc1NS(=O)(=O)c1ccc(C)cc1 | 2 | 1 | i | -3.0 | 0.2 | -0.8 | nt | -0.4 | 1
Cc1nnc(SCC(=O)N(CC(C)C)C2CCS(=O)(=O)C2)s1 (configuration not stated) | 4 | -3 | i | -0.3 | -1.6 | -2.9 | 0.7 | -1.0 | 4
CCOC(=O)Cc1csc(NC(=O)CSc2nncn2C)n1 | -1 | -3 | nt | -2.6 | -0.9 | 6.6 | nt | 9.9 | 6
c1ccc2c(CSc3ncnc4nc[nH]c34)cccc2c1 | 5 | -2 | -0.2 | -4.0 | -2.6 | nt | 1.6 | 1.8 | 3
O=c1[nH]cnc2cc(-c3ccc(Br)cc3)sc12 | -3 | 0 | -0.5 | -2.0 | -0.3 | -0.6 | 1.2 | -0.6 | 7
CCc1nn(C)c(-c2n[nH]c(=S)n2N)c1Cl | 1 | 0 | 0.6 | -0.5 | -0.4 | -1.6 | nt | 5.4 | 8
Cc1c(NC(=O)C2CCN(S(=O)(=O)c3ccc(Cl)cc3)CC2)c(=O)n(-c2ccccc2)n1C | 2 | 0 | -0.5 | -4.4 | 2.3 | -0.3 | nt | -0.1 | -12
O=C(Nc1ccc(Nc2ccccc2)cc1)c1cc([N+](=O)[O-])ccc1Cl | -18 | -1 | -0.2 | 4.3 | 0.1 | 4.3 | 1.9 | 11 | 9
Cc1cc(Oc2ccc(C#N)cc2)nc(NCc2ccccc2)n1 | ? | 2 | i | -3.8 | -2.0 | 4.1 | nt | -1.8 | 6
CC(=O)c1c(C)[nH]c(C(=O)OCC(=O)Nc2ccc3[nH]c(=O)[nH]c3c2)c1C | -3 | -4 | i | -5.4 | 0.9 | -2.1 | 1.1 | 0.1 | 4
NC(=O)C1CCN(c2nc(-c3ccccc3)nc3c2oc2ccccc23)CC1 | -4 | 0 | -1.8 | 0.7 | nt | -1.0 | nt | 0.9 | 10
COc1cc(OC)c(OC)cc1CN1CCN(Cc2cccc(F)c2)CC1 | -2 | 0 | -2.1 | -0.1 | 0.1 | -0.4 | 0.3 | 0.1 | -1
O=C(Nc1ccc(O)cc1)c1cccc(Oc2ccc([N+](=O)[O-])cc2)c1 | 7 | -2 | -1.8 | 2.9 | -2.2 | nt | 5.2 | 12 | 3
COc1cc(NC(=O)c2ccccc2-n2cnnn2)cc(OC)c1 | 0 | -1 | 0.0 | 1.0 | 2.6 | -1.9 | 1.9 | 2.4 | 1
c1ccc2c(CN3CCOCC3)csc2c1 | 0 | 2 | -0.2 | -5.7 | -4.9 | 1.2 | 0.1 | -0.6 | -6
Cc1ccc(NS(=O)(=O)c2cccc(C(=O)NNC(=O)c3cccn3C)c2)c(C)c1 | 6 | -2 | -0.7 | -1.9 | 0.0 | 2.2 | 0.3 | -2.1 | 2
Cc1cc(-n2c(C)cc(C(=O)CSc3nnnn3-c3ccccc3)c2C)no1 | 31 | -1 | -3.6 | -1.2 | -0.6 | -0.3 | 1.6 | 0.4 | 3
CCOc1ccc2nc(NS(=O)(=O)c3ccc4c(c3)n(C)c(=O)n4C)sc2c1 | 0 | -5 | 1.2 | 1.5 | -0.5 | 0.6 | -3.4 | -1.0 | -4
C=CCn1c(SCC)nc2sc3c(c2c1=O)CCc1ccccc1-3 | 8 | 1 | 0.1 | -0.2 | 0.2 | 0.4 | nt | -0.1 | 14
O=C(c1ccc(S(=O)(=O)N2CCc3ccccc3C2)cc1)N1CCCCC1 | 10 | 5 | -0.3 | -0.8 | -1.3 | -0.4 | 0.6 | -1.0 | 9
C[C@H](CO)N1C[C@H](C)[C@@H](CN(C)S(=O)(=O)c2ccccc2)Oc2ccc(NC(=O)Nc3ccc4c(c3)OCO4)cc2C1=O | 4 | 0 | -0.3 | 2.6 | -3.2 | -0.2&-0.4 | 0.5&2.2 | -0.8 | -3
CCOC(=O)Cc1csc(NC(=O)CN(C)S(=O)(=O)c2cccc3cccnc23)n1 | 7 | 2 | -0.3 | -2.7 | 0.1 | -1.0 | 0.7 | 0.8 | 6
COc1ccccc1CNC(=O)COC(=O)c1cccc(S(=O)(=O)N2CCOCC2)c1 | -4 | 0 | -5.7 | -1.8 | 1.6 | nt | 0.5 | 1.1 | -5
C=CCn1c(C(CC)CC(C)(C)O)n[nH]c1=S (configuration not stated) | -5 | -1 | i | -0.4 | 2.7 | nt | 0.0 | -0.3 | 4
Cn1cnnc1SCc1nc(N)nc(Nc2ccccc2)n1 | 2 | -1 | i | -1.7 | -0.2 | nt | nt | -1.3 | 7
COc1ccc(C)cc1NC(=O)C(NCC1CCCO1)c1ccccc1 (configuration not stated) | 9 | 2 | -0.6 | 0.2 | -1.3 | 1.2 | nt | -1.0 | 7
Cc1ccc(C(=O)OCC(=O)NCCc2ccc(F)cc2)cc1S(=O)(=O)N1CCOCC1 | 22 | -1 | i | -0.4 | -1.0 | -1.0 | -3.9 | 2.2 | -1
CCCc1ccc(C(O)c2ncc(-c3cccc(C)c3)[nH]2)cc1 (configuration not stated) | 3 | -2 | i | -1.7 | nt | 0.0 | -1.3 | nt | 8
CCc1nc2c(OCCOc3ccc(F)cc3)cccn2c1N(C)C(=O)CC(C)C | 27 | -1 | -0.9 | -0.8 | nt | 5.5 | 1.0 | nt | 4
O=C(CC(c1ccccc1)(c1ccccc1)c1ccccc1)N[C@@H](Cc1ccc(O)cc1)C(=O)O | 22 | 2 | -1.0 | -0.7 | 1.0 | 0.8 | -0.3 | 2.7 | -8
O=C(COC(=O)c1cc(Cl)ccc1[N+](=O)[O-])NC1CC1 | 7 | -1 | i | -0.7 | 1.6 | -0.2 | -0.5 | -1.7 | 3
COc1ccc2nc(NC(=O)C3CCN(C(=O)c4ccc(F)cc4)CC3)sc2c1 | 1 | -1 | -0.5 | -4.1 | -0.4 | -1.8 | 0.3 | 4.0 | -5

From PubChem
